# Compound activity from PubChem.
# S100A4 inh HTS: inhibitors of S100A4-myosin IIA peptide binding, primary screen, biochemical, fluorescence polarization, TAMRA-MyoIIA peptide; inhibition, % at 10.7 µM; 360,000 compounds, 0.14% hits; AID 652163, 2013;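 active = mean inhibition of at least 70% across replicates, with every replicate also reaching that level; inconclusive = mean inhibition reaches 70% but some replicates fall short; inactive = mean inhibition below 70%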
# Target sequence (P26447 whole entry, looked up): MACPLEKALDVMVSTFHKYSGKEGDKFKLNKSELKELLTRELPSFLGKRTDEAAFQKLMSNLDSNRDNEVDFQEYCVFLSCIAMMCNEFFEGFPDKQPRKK
#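 Material: S100A4 monomer protein / Buffer or medium: 50 mM HEPES pH 7.2, 10 mM CaCl2, 100 mM KCl / Times: 5 min incubation before reading / Benchmarks: neutral control DMSO, positive control TFP / Reagent: labelled myosin peptide probe, 5 nM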
# PAX8 reporter: inhibitors of PAX8-driven TPO luciferase reporter, primary screen, RMG-I cells, single concentration. SteadyGlo, 24 h. inhibition, % at 12.6 µM. 360,000 compounds, 1.2% hits;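 active = mean replicate inhibition at least 60% with every replicate also reaching 60%; inconclusive = only one of the two criteria is met; inactive = mean below 60% and not all replicates reaching 60%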;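 also: luciferase light reporting Pax8 driven TPO promoter activity; plate controls were median of neutral control wells for no effect and mitoxantrone controls for full effect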
# PGC1a acetyl inh: inhibitors of PGC1a acetylation signal, primary screen, cell-based, U2OS, AlphaScreen, inhibitor mode | AlphaScreen anti-acetyl-lysine; with virally co-expressed GCN5 acetyltransferase | 350,000 compounds, 0.17% hits | inhibition, % at 15.6 µM | AID 651687, 2012;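 active = every replicate shows inhibition of at least 40%; inconclusive = mean inhibition at least 40% but some replicate below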;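 also: 0% = neutral control wells and 100% = positive control wells; some results beyond the cut were filed as inactive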
# EWS-Fli block: EWS/Fli-driven NR0B1 reporter inhibitors, primary screen, A673 cells, NR0B1 luciferase, luminescence, MLPCN library. viability-normalised. inhibition, % at 12.6 µM. 350,000 compounds, 0.67% hits;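 active = mean inhibition of at least 50% after viability correction, with every replicate also passing that limit; inconclusive = mean reaches 50% but only one of two replicates passes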;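 also: firefly luciferase signal divided by Alamar Blue viability fluorescence both relative to DMSO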
# LGR2 inh: inhibitors of bursicon-induced LGR2 CRE-luciferase signal, primary screen, cell-based, HEK293, CRE-luciferase reporter, bursicon stimulation; Drosophila bursicon receptor LGR2 (rickets); bursicon-stimulated, 4 h; inhibition, % at 9.99 µM; 380,000 compounds, 0.35% hits; AID 720647, 2013;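 active = drop in luminescence signal, shown as inhibition above about 50% in the replicate tests, limit read from the data, passing the limit was not always enough; inconclusive = probably only some replicates passing the limit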;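 also: agonist challenge used bursicon conditioned medium at about half maximal strength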
# ERAP1 HTS inh: human ERAP1 aminopeptidase inhibitors, primary screen, biochemical, single point, plate reader; 340,000 compounds, 0.15% hits; AID 652197, 2013; inhibition, % at 10.7 µM; recombinant ERAP1, Leu-AMC fluorescence, 60 min;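 active = mean replicate inhibition of at least 30%, or all replicates individually reaching that 30% level; inactive = mean below 30% and not every replicate reaching it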;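 also: 0% = neutral control wells and 100% = L-leucinethiol positive control wells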
# Target sequence (Q9NZ08 whole entry, looked up): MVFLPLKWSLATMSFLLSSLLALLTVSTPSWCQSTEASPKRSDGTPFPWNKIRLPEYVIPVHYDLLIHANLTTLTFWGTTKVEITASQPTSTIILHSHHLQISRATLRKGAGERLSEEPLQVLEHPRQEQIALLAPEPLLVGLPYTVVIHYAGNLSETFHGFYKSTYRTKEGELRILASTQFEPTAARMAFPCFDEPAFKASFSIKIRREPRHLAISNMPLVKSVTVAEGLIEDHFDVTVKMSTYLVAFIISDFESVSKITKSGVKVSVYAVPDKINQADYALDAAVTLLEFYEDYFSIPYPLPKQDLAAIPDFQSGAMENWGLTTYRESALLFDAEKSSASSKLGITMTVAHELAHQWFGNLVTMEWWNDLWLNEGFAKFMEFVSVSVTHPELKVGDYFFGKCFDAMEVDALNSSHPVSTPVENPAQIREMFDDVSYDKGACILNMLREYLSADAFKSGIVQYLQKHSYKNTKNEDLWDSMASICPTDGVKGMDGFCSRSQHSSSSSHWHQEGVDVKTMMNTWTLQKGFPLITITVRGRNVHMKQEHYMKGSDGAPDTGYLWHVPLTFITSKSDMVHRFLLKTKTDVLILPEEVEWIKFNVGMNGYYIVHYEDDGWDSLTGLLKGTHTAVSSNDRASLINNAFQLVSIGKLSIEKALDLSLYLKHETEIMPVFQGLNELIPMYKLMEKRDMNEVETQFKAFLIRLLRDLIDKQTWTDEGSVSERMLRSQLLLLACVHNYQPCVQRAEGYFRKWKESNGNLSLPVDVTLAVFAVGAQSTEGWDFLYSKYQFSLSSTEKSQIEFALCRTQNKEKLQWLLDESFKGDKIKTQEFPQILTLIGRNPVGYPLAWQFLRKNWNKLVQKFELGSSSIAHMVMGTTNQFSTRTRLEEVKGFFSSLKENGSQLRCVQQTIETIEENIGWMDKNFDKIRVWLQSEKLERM
# FN deposition inh: inhibitors of fibronectin matrix deposition, primary screen, AH1F cells, Alexa488-fibronectin fluorescence, plate reader; AH1F fibroblasts, overnight; inhibition, % at 12.6 µM; 350,000 compounds, 0.086% hits; AID 743247, 2014;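 active = mean inhibition across replicates of 30% or more, regardless of how many single replicates reach that level; inconclusive = mean under 30% yet at least half of replicates reach 30%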;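 also: positive control wells lacked labelled fibronectin entirely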
#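 Assay system: AH1F fibroblasts / Quantity: 10000 cells per well / Medium: DMEM plus 2% serum, read in PBS / Reagent: labelled fibronectin 24 nM / Dosing: single dose, pinned / Times: 1 h cell attachment, overnight exposure to compound and label / Signal: fluorescence, ex 485 nm, em 525 nm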
# PglD DTNB: C. jejuni PglD acetyltransferase inhibitors, primary screen, biochemical, DTNB colorimetric, single point | UDP-N-acetylbacillosamine N-acetyltransferase PglD (Campylobacter jejuni) | purified PglD enzyme, DTNB colorimetric CoA detection | AID 602405, 2012 | inhibition, % at 12.5 µM | 360,000 compounds, 0.098% hits; in the data active = inhibition above about 16%, passing the limit was not always enough; inconclusive = no clear call, values can overlap the other calls; also: strong numbers were not always called active
# An asterisk follows results filed as active; ? = inconclusive; . = no result given.
SMILES,S100A4 inh HTS,PAX8 reporter,PGC1a acetyl inh,EWS-Fli block,LGR2 inh,ERAP1 HTS inh,FN deposition inh,PglD DTNB
CCN1C(=O)[C@@H]2[C@@H](c3ccc(-c4ccc(F)cc4)c(OC)c3)N3CCCC[C@@]3(C(=O)OC)[C@@H]2C1=O,-6.3,15.0,5.6,-2.0,-18.5,1.3,-2.0,3.2
CC(=O)N1c2ccc(S(=O)(=O)N3CCC(C(=O)Nc4cccc(C(F)(F)F)c4)CC3)cc2CC1C (stereo unspecified),-0.9,27.6,-12.5,26.0,-1.0,-2.8,10.9,5.8
CCOC(=O)C1CCCN(S(=O)(=O)c2ccc3c(c2)C(C)(C)C(=O)N3C)C1 (stereo unspecified),5.5,-3.5,-5.5,5.5,9.5,9.3,-0.4,2.1
CC(=O)c1ccc(NC(=O)c2ccc(CNc3c(N4CCOCC4)c(=O)c3=O)cc2)cc1,-0.5,-2.3,-6.0,1.0,-14.6,-2.2,2.1,-0.9
CCCCN(CC)Cc1ccc(CNC(=O)Nc2ccc(F)cc2)o1,.,.,8.9,.,-20.9,.,1.8,-10.5
CC(C)(C)c1cc(NC(=O)c2ccco2)n(-c2ccccc2)n1,26.6,5.8,-19.4,-1.7,18.8,6.3,16.5,.
C[C@@H]1CN([C@@H](C)CO)C(=O)c2cc(-c3ccc(C#N)cc3)cnc2O[C@H]1CN(C)CC1CCCCC1,-4.4,-25.6,-23.0,7.3,0.5,8.0,.,-1.2
CCCCCCN1C[C@@H](n2cc(COC(=O)c3ccccc3)nn2)[C@H](O)C[C@@H]1c1ccc(OC)cc1,0.9,-3.5,13.2,1.1,17.8,.,8.1,3.2
C[C@@H]1CCCCO[C@H](CN(C)S(C)(=O)=O)[C@H](C)CN([C@@H](C)CO)C(=O)c2cc(NC(=O)NC3CCCCC3)ccc2O1,-3.8,5.8,-18.1,-2.2,5.7,-4.2,-24.7,-2.1
C[C@H]1CN([C@@H](C)CO)C(=O)c2cc(-c3cccc(F)c3)cnc2O[C@H]1CN(C)S(C)(=O)=O,2.4,.,-7.6,-8.5,-2.7,0.3,4.5,4.6

# Part of the list above in order of SMILES length, ascending:
SMILES,S100A4 inh HTS,PAX8 reporter,PGC1a acetyl inh,EWS-Fli block,LGR2 inh,ERAP1 HTS inh,FN deposition inh,PglD DTNB
CCCCN(CC)Cc1ccc(CNC(=O)Nc2ccc(F)cc2)o1,.,.,8.9,.,-20.9,.,1.8,-10.5
CCCCCCN1C[C@@H](n2cc(COC(=O)c3ccccc3)nn2)[C@H](O)C[C@@H]1c1ccc(OC)cc1,0.9,-3.5,13.2,1.1,17.8,.,8.1,3.2
C[C@@H]1CN([C@@H](C)CO)C(=O)c2cc(-c3ccc(C#N)cc3)cnc2O[C@H]1CN(C)CC1CCCCC1,-4.4,-25.6,-23.0,7.3,0.5,8.0,.,-1.2
CCN1C(=O)[C@@H]2[C@@H](c3ccc(-c4ccc(F)cc4)c(OC)c3)N3CCCC[C@@]3(C(=O)OC)[C@@H]2C1=O,-6.3,15.0,5.6,-2.0,-18.5,1.3,-2.0,3.2

# Continuation:
SMILES,S100A4 inh HTS,PAX8 reporter,PGC1a acetyl inh,EWS-Fli block,LGR2 inh,ERAP1 HTS inh,FN deposition inh,PglD DTNB
CCCNC(=O)[C@@H]1[C@@H](CO)[C@@H]2Cn3c(ccc(-c4ccccc4F)c3=O)[C@@H]2N1C(=O)CC,-34.0,1.0,.,-1.7,-1.4,0.2,.,2.5
Cc1cccc(/C=C2/Sc3ccc(C(=O)NCCN4CCCC4)cc3NC2=O)c1,-2.5,11.2,-10.1,.,-61.3,1.3,3.4,.
CC(C)(C)NC(=O)NC(=O)CN1CCN(S(=O)(=O)c2ccc3c(c2)CCCC3)CC1,1.1,7.8,-13.8,2.6,1.6,0.1,-6.1,6.9
Cc1ccc(S(=O)(=O)NCCc2nnc3ccc(SCC(=O)Nc4nc(C)cs4)nn23)cc1,5.4,7.3,.,10.0,-10.6,0.9,-4.6,.
C[C@@H]1CCCCO[C@@H](CN(C)S(=O)(=O)c2ccc(Cl)cc2)[C@H](C)CN([C@H](C)CO)C(=O)c2cc(NC(=O)Nc3ccc(F)cc3)ccc2O1,13.8,53.5,-3.8,?,3.2,-0.3,-9.1,-0.8
COc1ccc(NC(=O)Nc2ccc3c(c2)C(=O)N([C@@H](C)CO)C[C@@H](C)[C@@H](CN(C)Cc2ccncc2)OCCCC[C@H](C)O3)cc1,8.4,-18.8,9.8,-4.2,29.4,1.8,.,1.3
CC[C@]1(C(=O)OC)[C@H]2C(=O)N(C)C(=O)[C@H]2[C@H]2CN=C(SCC3CC3)N21,-2.1,-20.9,4.5,-5.1,-8.7,-3.9,-2.2,2.0
O=C(CN1CCOCC1)Nc1ccccc1Sc1ccccc1,-3.7,6.3,16.9,8.0,-13.4,-1.8,-0.1,.
COc1ccc(S(=O)(=O)N2CCN(CCc3ccccc3)CC2)c(OC)c1,-5.2,-5.9,-10.3,10.3,0.8,-2.1,-4.4,1.6
CN(C)C(=O)c1cccc(-c2ccc([C@H]3[C@@H](C#N)N(C(=O)C4CC4)[C@H]3CO)cc2)c1,-6.3,2.0,-5.3,-4.0,4.9,1.3,-0.7,0.6
CC(=O)N/C(=C\c1ccccc1)C(=O)OCC(=O)N1CCCCCC1,-1.3,2.7,.,2.1,21.6,-2.6,6.0,0.9
Brc1ccc(NC(c2ccccc2)c2ccncc2)cc1 (stereo unspecified),-2.2,1.1,6.3,9.5,-48.6,-1.8,-3.1,-9.4
C[C@@H]1CN([C@@H](C)CO)C(=O)c2cccc(NS(=O)(=O)c3cn(C)cn3)c2O[C@@H]1CN(C)S(C)(=O)=O,12.4,.,-1.9,-5.5,0.4,1.9,.,7.0
CSc1ncc(Cl)c(C(=O)Nc2ccc(NC(C)=O)cc2)n1,-7.0,1.5,-8.8,6.8,-11.5,-6.2,-10.6,-7.6
COc1ccc(NC(=O)C2(C)CCN2C(=O)CC2CCCC2)cc1OC (stereo unspecified),-6.3,-8.8,.,2.9,4.4,0.1,-1.4,-2.0
Cc1cccc(S(=O)(=O)N2CCCCN3[C@H](CO)[C@@H](c4ccc(C#C[C@H](C)O)cc4)[C@H]3C2)c1,4.7,22.8,8.5,15.8,5.5,2.4,.,-3.7
Cc1nc2nc(CSc3nc4ccccc4s3)cc(=O)n2[nH]1,.,18.1,-8.1,.,.,.,4.0,-3.7
Cc1ccc(NC(=O)COC(=O)c2ccc([N+](=O)[O-])s2)c(C)c1,0.0,10.0,.,-0.2,10.7,-0.5,-2.7,.
COc1ccc(/C=C/c2cc(O)cc(OC3OC(CO)C(O)C(O)C3O)c2)cc1 (stereo unspecified),-3.8,-234.7,-4.4,-62.4,-16.7,-4.8,3.4,-2.8
COC(=O)Nc1ccc(SCC(=O)c2ccc(Cl)cc2)cc1,-3.5,-7.3,-0.4,-4.3,-17.9,4.7,-2.5,-1.2
C[C@H](CO)N1C[C@H](C)[C@@H](CN(C)S(=O)(=O)c2ccccc2)OCCCC[C@H](C)Oc2ccc(NS(=O)(=O)c3ccc(Cl)cc3)cc2C1=O,-6.7,85.7*,3.0,-2.9,8.9,1.7,-2.0,2.3
Cc1cc(C)n(C(N)=NC(=O)c2ccc([N+](=O)[O-])cc2)n1,-5.7,-100.3,-3.3,-121.7,-67.9,0.1,-2.0,-4.4
Cn1c(SCC(=O)N2CCCC2)nnc1-c1cnccn1,0.5,-11.1,3.7,-2.5,-7.1,1.0,-30.3,1.4
C#CCN(C[C@@H]1[C@@H](OC(=O)NCC2CCCCC2)[C@@H](OC(=O)NCC2CCCCC2)Cn2c(=O)n(CCCCCC)c(=O)n21)S(=O)(=O)c1ccc(C)cc1,-6.4,9.0,-0.1,4.8,2.4,3.1,6.8,-4.8
CO[C@H]1CN(C)C(=O)c2cc(NC(=O)C3CCOCC3)ccc2OC[C@@H](C)N(CC2CC2)C[C@@H]1C,21.8,12.2,12.3,-7.6,2.5,3.3,-2.7,-1.6
CC(C)(C)OC(=O)NCCCC[C@@H](C(=O)NCCCCCCCCCCC(=O)N1CCN(C(=O)OC(C)(C)C)CC1)n1cc(CCCC(=O)O)nn1,3.5,9.0,-6.8,-2.0,-12.3,-6.5,7.2,0.6
CCOCCCN(C(=O)Cn1nnc(-c2ccc(C)o2)n1)C(C(=O)NC1CCCC1)c1ccc(C)o1 (stereo unspecified),-3.5,16.9,-10.2,5.1,1.3,-0.7,-10.6,6.7
CC(C)[C@H](NS(=O)(=O)c1ccccc1)C(=O)OCC(=O)NCc1ccc2c(c1)OCO2,-13.1,-14.0,5.4,-3.5,8.3,1.6,12.0,.
O=C(C[C@@H]1CC[C@@H](NC(=O)C2CC2)[C@H](CO)O1)NCc1ccncc1,0.4,-6.6,-0.3,-1.5,17.1,-2.2,7.8,-0.6
CCN(Cc1ccccc1)C(=O)CC1Oc2ccccc2NC1=O (stereo unspecified),-2.0,44.9,0.4,2.3,4.9,-1.3,-1.5,0.0
C[C@@H]1CN([C@@H](C)CO)C(=O)Cc2cc(NC(=O)C3CCCCC3)ccc2O[C@H]1CN(C)C(=O)Nc1ccccc1,-11.2,5.4,.,-5.0,11.4,-0.3,.,0.8
CCNC(=O)NC(=O)C(C)Sc1ncc(C(F)(F)F)cc1Cl (stereo unspecified),-0.1,15.5,6.3,0.0,-31.7,1.9,-12.0,-9.1
OC(c1ccc(Cl)c(Cl)c1)c1ncc(-c2cccc(F)c2)[nH]1 (stereo unspecified),-3.0,4.7,12.7,2.5,13.5,-2.1,3.1,-0.1
CO[C@H]1CN(C)C(=O)c2cc(C#N)ccc2OCC[C@@H]2CC[C@@H](OC)[C@H](CN(C)C(=O)[C@@H]1C)O2,9.7,-6.5,.,0.7,-15.1,-3.6,8.9,1.4
CCCNC(=O)N1[C@H](C#N)[C@@H](c2ccc(-c3ccccc3F)cc2)[C@H]1CO,-6.1,-2.1,-2.1,-5.4,3.9,-3.7,12.0,-0.9
COc1ccc(-c2ccc(CN3C(C)C(=O)N(Cc4cn(CC5CCCCC5)nn4)CCS3(=O)=O)cc2)cc1 (stereo unspecified),1.2,25.5,-10.2,17.1,9.5,.,8.7,1.7
COc1ccc(S(=O)(=O)Nc2ccc3c(c2)CC(=O)N([C@@H](C)CO)C[C@H](C)[C@@H](CN(C)Cc2ccc4c(c2)OCO4)O3)cc1,4.2,.,0.0,1.2,11.1,0.0,-21.9,1.7
C[C@@H]1CN([C@H](C)CO)C(=O)c2cc(C#Cc3cccnc3)cnc2O[C@H]1CN(C)Cc1ccccc1,-2.6,.,-12.7,1.6,-0.3,3.6,-13.5,0.7
COc1cccc(/C=C(\CC(=O)O)c2nc3ccccc3s2)c1,-2.6,-11.9,1.3,-13.0,-36.7,-1.4,-1.0,2.9
CS(=O)(=O)N1[C@H](C#N)[C@H](c2ccccc2-c2ccccc2F)[C@H]1CO,-4.1,.,-0.5,-4.2,-0.3,1.6,-4.4,.
Cc1ccc(NC(=O)CN(C)C(=S)NC2CC2)cc1,4.0,-10.9,5.0,-11.0,20.8,0.9,-0.9,.
